Assay outcomes as filed in PubChem.
GAA inhib: blocks human lysosomal alpha-glucosidase; AID 1466; 200,000 tested, 0.005% active; purified human GAA, 4-MU-alpha-glucoside fluorescence; Potency, µM (highest dose often 76.9 µM), for inactives: top-dose activity change, negative = inhibition, most hits filed as inhibitors; P10253;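 further: plate controls were uninhibited enzyme wells for no effect and no-enzyme background for full effect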
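Human enzyme at 4 nM with 400 uM 4-methylumbelliferyl-alpha-D-pyranoside, citrate/phosphate buffer pH 5.0, 0.005% Tween-20, 20 min at room temperature. Compounds up to 77 uM. 4-MU fluorescence (Ex 365/Em 440) read after NaOH/glycine stop; AC50 from Hill fit.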
Tau fluor counter: counter-screen for tau fibril formation inhibitors; 280,000 tested, 0.93% active; tau K18 P301L (four-repeat tau fragment) Alexa594 fluorescence, heparin fibrillization; Potency, µM (top dose mostly 57.7 µM), inactives show at the highest dose activity change, negative = decrease; further: on the % scale 0 is the no-effect control and ±100 the full control effect; nearly all actives have a fitted effect of over 55% in size
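Human K18 P301L tau (15 uM unlabeled plus 0.24 uM Alexa 594-labeled, final) in 100 mM sodium acetate pH 7 was mixed with compound and 20 uM heparin and incubated 6 hr at 37 C.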
GLA spleen mod: alpha-galactosidase A (human) modulation. P06280. human spleen homogenate, 4MU-alpha-Gal fluorescence, 40 min. Potency, µM (titrated, usually from 80 µM), for inactives: top-dose activity change, negative = inhibition, actives largely listed as inhibitors. 240,000 tested, 0.008% active;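 further: 0% = enzyme with vehicle and -100% = no enzyme basal signal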
Target sequence (P06280 32-429 limits assumed): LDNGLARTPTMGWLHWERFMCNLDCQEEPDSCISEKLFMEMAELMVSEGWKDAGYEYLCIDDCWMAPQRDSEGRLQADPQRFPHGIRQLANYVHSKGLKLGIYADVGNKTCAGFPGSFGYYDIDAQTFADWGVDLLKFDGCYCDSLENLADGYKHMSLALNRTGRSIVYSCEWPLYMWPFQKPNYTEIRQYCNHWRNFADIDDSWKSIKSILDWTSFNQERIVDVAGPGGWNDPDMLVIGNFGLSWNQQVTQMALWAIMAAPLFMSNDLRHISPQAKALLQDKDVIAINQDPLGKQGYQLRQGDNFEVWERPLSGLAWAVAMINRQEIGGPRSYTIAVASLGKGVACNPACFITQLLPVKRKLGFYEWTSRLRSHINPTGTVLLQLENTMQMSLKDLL
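Human spleen homogenate (1 ug) as enzyme source, 4-methylumbelliferyl-alpha-D-galactopyranoside 1 mM final, citrate/phosphate pH 5.0 with 0.01% Tween-20. Compounds 40 min at 37C, NaOH/glycine stop; fluorescence Ex 365/Em 440, Hill-fit AC50.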
GAA glycogen: alters human alpha-glucosidase cleavage of glycogen. P10253. recombinant GAA, glycogen substrate, Amplex Red glucose oxidase fluorescence. Potency, µM (titrated, usually from 76.4 µM), for the others: at the highest dose activity change, negative = inhibition, hits mostly inhibitors. 300,000 tested, 0.38% active. AID 2100;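 further: 0% = full enzyme reaction and -100% = no-enzyme basal signal; the screen sought inhibitors and activators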
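Recombinant enzyme (4 nM final) with compounds titrated up to 77 uM and bovine liver glycogen (30 ug) in citrate pH 5.0, 0.01% Tween-20, 37 C 40 min. Released glucose detected by Amplex Red/glucose oxidase (Ex 573/Em 610); AC50 from Hill fits.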
GAA spleen mod: inhibitors or activators of human alpha-glucosidase in spleen homogenate; P10253; human spleen homogenate, 4-MU-alpha-glucoside fluorescence; Potency, µM (top dose mostly 79.9 µM), for the others: top-dose activity change, negative = inhibition, actives largely listed as inhibitors; 240,000 tested, 0.006% active; AID 2112;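 further: 0% = enzyme with vehicle and -100% = no enzyme basal signal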
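AC50 values come from Hill-equation fits of concentration-response data, normalized to no-enzyme and full-activity controls. Enzyme source: 1 ug human spleen homogenate; 1 mM fluorogenic 4-MU glucoside, pH 5.0 citrate buffer, 37 C, 40 min.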
ALDH1A1 inh: ALDH1A1 (human) enzyme inhibition; Potency, µM (doses to about 75.3 µM), inactives show at the highest dose activity, negative = inhibition, most hits filed as inhibitors; P00352; Purified ALDH1A1, NADH fluorescence, propionaldehyde substrate; 220,000 tested, 7.3% active; AID 1030; active means well fitted inhibition curve with a large enough effect, not every such curve was filed as active; inconclusive means small, poorly fitted or top-dose-only effect, or another doubt; inactive means no such curve, though single readings can be large or run the other way;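 further: plate controls were no enzyme wells and a reference inhibitor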
Epigenetic reg: regulators of epigenetic silencing causing reporter derepression in mouse cells; AID 1865; murine LDR cells, GFP reporter derepression, 30 h; Potency, µM (doses to about 53.9 µM), for the others: at the highest dose GFP activation, hits mostly activators; 280,000 tested, 0.2% active; further: % of control where 0% means no effect; nearly all actives have a fitted effect of over 60% in size
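Murine LDR cells carrying a silenced, genomically integrated CMV-driven GFP reporter were exposed to compound for 30 hours at 37 C. After PBS washes, GFP-positive cells (20–120 um objects) were counted by laser-scanning microplate cytometry.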
NPSR antag: antagonists of human neuropeptide S receptor cAMP signaling; Q6W5P4; CHO-NPSR cells, cAMP TR-FRET, antagonist mode; Potency, µM (doses to about 38.3 µM), for inactives: top-dose activity change, negative = inhibition, hits mostly inhibitors; 220,000 tested, 1% active; AID 1461; further: on the % scale 0 is the no-effect control and ±100 the full control effect; nearly all actives have a fitted effect of over 50% in size; many of its hits are not listed in these tables
Target sequence (Q6W5P4 whole entry, looked up): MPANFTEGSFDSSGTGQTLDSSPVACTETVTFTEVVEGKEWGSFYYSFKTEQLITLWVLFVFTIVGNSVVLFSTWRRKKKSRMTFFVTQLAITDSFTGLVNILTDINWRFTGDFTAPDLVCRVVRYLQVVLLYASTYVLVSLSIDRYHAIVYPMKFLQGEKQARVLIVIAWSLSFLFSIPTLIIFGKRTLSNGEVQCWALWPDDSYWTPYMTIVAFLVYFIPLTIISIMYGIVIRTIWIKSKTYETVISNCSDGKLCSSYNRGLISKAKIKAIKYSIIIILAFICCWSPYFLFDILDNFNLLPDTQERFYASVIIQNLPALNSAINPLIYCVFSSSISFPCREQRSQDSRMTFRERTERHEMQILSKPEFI
* = called active by the depositor; u = inconclusive; x = not tested or not shown; & = joins results of further samples; [ ] = dose if it differs, or a comment. Unless noted, the call rests on the fitted dose curve; in most records, active means well fitted curve in the direction sought with a large enough effect; inconclusive means small, poorly fitted or top-dose-only effect, or another doubt; inactive means no such curve, though single readings can be large; an effect the other way counts as inactive or inconclusive. Potency means the concentration at half of the fitted maximal effect. These rows are one share of the data, so the mix of outcomes need not match the whole.

SMILES	GAA inhib	Tau fluor counter	GLA spleen mod	GAA glycogen	GAA spleen mod	ALDH1A1 inh	Epigenetic reg	NPSR antag
COc1cc(NC(=O)C2CC(=O)NC3=C2C(=O)CCC3)cc(OC)c1 (configuration not stated)	0%	-5%	7%	9%	0%	18%	0.0%	-2%[46.1 µM]
CNC(=O)Cn1nc(-c2ccc(C)c(S(=O)(=O)N(C)C)c2)c2ccccc2c1=O	3%	-3%	u	-4%	2%	0%	0.0%	14%
CC[C@@H](NS(=O)(=O)c1ccc(C)cc1)C(=O)Oc1ccc2c3c(c(=O)oc2c1)CCC3	u	2%	u	-6%	u	u	1.5%	5%
Cc1cc(C(=O)Nc2cccc(/C=C/C(=O)O)c2)c(C)o1	-7%	-12%	u	7%	-1%	-7%	-1.0%	-1%[46.1 µM]
CC1CCCCC1NS(=O)(=O)c1ccc(-n2cnnn2)cc1 (configuration not stated)	-1%	-15%	-2%	4%	-5%	9%	-4.3%	-3%[7.67 µM]
O=C(CCS(=O)CCC(=O)NCc1ccccc1)NCc1ccccc1	-1%	-1%	6%	7%	1%	-12%	0.4%	-2%[46.1 µM]
Clc1ccc(Nc2ncnc3c2cnn3-c2ccccc2)cc1	4%	u	0%	-6%	1%	-15%	0.0%	-27%[46.1 µM]
Cc1ccc(NC(=O)C(=O)NCCOc2ccccc2Cl)cc1	3%	7%	6%	-7%	6%	2%	-0.9%	-15%
CC(C)n1c(-c2ccc(C(C)(C)C)cc2)n[nH]c1=S	0%	-10%	7%	-14%	-1%	u	-1.2%	-8%[46.1 µM]
CC(C)(C)c1ccc(C(=O)N/C(=C\c2cccs2)C(=O)NCc2ccco2)cc1	u	-26%	4%	-24%	6%	3.2µM*	-3.2%	-21%[46.1 µM]
CC(C)C(NS(=O)(=O)c1cccs1)C(=O)NCCN1CCN(c2ccccc2)CC1 (configuration not stated)	1%	-3%	-1%	2%	-5%	-1%	0.0%	0%[46.1 µM]
Cc1cccc(N=Nc2c(C)[nH]n(-c3ccccc3)c2=O)c1	-4%	-17%	0%	1%	-3%	1%	2.2%	-20%
CC(C(=O)Nc1cccnc1)N1C(=O)c2ccccc2C1=O (configuration not stated)	-2%	3%	8%	3%	-1%	14%	0.0%	1%[46.1 µM]
Cc1ccc(CSc2nncn2-c2ccccn2)cc1	4%	2%	-2%	1%	-5%	-8%	2.4%	u
CCc1ccc(NC(=O)c2cc3c(C)nc4ccccc4c3o2)cc1	2%	u	3%	2%	-9%	u	-5.2%	-33%
COc1ccc(OC)c(S(=O)(=O)N2C(C)CCCC2C)c1 (configuration not stated)	-7%	-2%	1%	11%	0%	-7%	0.0%	-20%[46.1 µM]
CC(=O)N1C2(C=CC1(C)C(=O)NCc1cc(F)cc(C(F)(F)F)c1)CCCCC2 (configuration not stated)	x	-14%	-1%	x	1%	-7%	1.3%	x
O=c1ccc(Br)c[nH]1	-1%	-10%	-2%	3%	-1%	21%	-1.8%	0%[46.1 µM]
COc1ccc(NC(C)=O)cc1S(=O)(=O)N1CCN(C/C=C/c2ccccc2)CC1	0%	-10%	4%	-2%	1%	-2%	-1.4%	1%
CCC(CO)NCCNC(CC)CO (configuration not stated)	6%	-13%&-7%	-18%&-11%	-2%	-8%&-11%	2%&12%	-2.9%&1.3%	2%[46.1 µM]
Cc1cc(C)c2cccc(NC(=S)NC(=O)c3ccccc3)c2n1	-15%	u	0%	-7%	2%	u	0.0%	-4%[46.1 µM]
COc1ccc2c(C#N)c3ccccn3c2c1	11%	-29%	7%	21%	12%	-3%	-0.3%	-33%
CC(O)CNc1nc2c(c(=O)n(C)c(=O)n2C)n1Cc1cccc(Br)c1 (configuration not stated)	-7%	-14%	2%	-7%	2%	12%	-0.7%	-11%[46.1 µM]
CC1(C)CC(C)(c2ccc(O)cc2O)N(c2cccc(Cl)c2)C(=S)N1 (configuration not stated)	1%	-17%	-11%	-15%	-16%	-11%	-6.2%	-18%[46.1 µM]
CCC(COC(=O)Nc1ccccc1)NC(=O)OC(C)C (configuration not stated)	7%	2%	6%	-5%	2%	4%	6.5%	3%
Next compounds follow:
SMILES	GAA inhib	Tau fluor counter	GLA spleen mod	GAA glycogen	GAA spleen mod	ALDH1A1 inh	Epigenetic reg	NPSR antag
CC(=O)Nc1c(O)n(C)c2ccccc12	-1%	2%	2%	1%	-1%	11%	-5.4%	11%[46.1 µM]
CCN1C(=O)c2cccc3c(NC(=O)c4ccc(S(=O)(=O)N(C)C)cc4)ccc1c23	0%	-11%	0%	0%	-2%	2.8µM*	0.9%	-28%[46.1 µM]
Cc1ccc(N=Nc2c(N)[nH]n3c(=O)c4c(nc23)CCCC4)cc1	2%	-13%	1%	5%	-4%	10%	-1.9%	-9%[46.1 µM]
Cn1nccc1C(=O)NCCN1C(=O)OC(C)(C)C1(C)O (configuration not stated)	-6%	1%	4%	9%	6%	-6%	-1.0%	-5%[46.1 µM]
CC(=O)NC1CCC(C(=O)O)(c2ccccc2)C1 (configuration not stated)	-2%	1%	5%	3%	5%	-4%	1.0%	2%[46.1 µM]
C(=N/Nc1nc(-c2ccccc2)cc(-c2ccccc2)n1)/c1cccnc1	0%	8%	-5%	3%	-1%	u	0.0%	u
CCOC(=O)CCC(=O)N1CCOCCOCCOCC1	-12%	-5%	5%	-1%	-6%	17%	-0.5%	-7%[46.1 µM]
CCCN1CCC(NC(=O)CCc2nnc(Cc3cc(OC)ccc3OC)o2)CC1	u	20%[2.34 µM]	1%	20%	3%	4%	-0.1%	10%
COc1ccc2c(c1)CC/C2=N\OC(=O)c1ccccc1C	-5%	-12%	3%	0%	5%	u	-2.4%	-48%
CC1CCN(C(=O)Cn2cc(C#N)c3ccccc32)CC1	3%	-6%	-4%	4%	-6%	u	2.3%	-4%[46.1 µM]
O=C(Cn1c(SCc2ccccc2)nc2ccccc21)N1CCOCC1	-5%	-7%	-2%	0%	-12%	5%	0.0%	-14%[46.1 µM]
Cc1nn2cnc3sc4c(c3c2nc1=O)CCCC4	-5%	9%	2%	1%	0%	-2%	-1.0%	6%[46.1 µM]
CC(=O)c1c(C)nc2cc(Cl)ccc2c1N	-10%	8%	5%	4%	-1%	2%	0.0%	3%[46.1 µM]
CC1SC2(NC1=O)C1CC3CC(C1)CC2C3 (configuration not stated)	-5%	-2%	-5%	5%	x	-1%	1.1%	-4%
CCn1cc(C(=O)NCc2ccc3c(c2)OCO3)c(=O)c2cc(S(=O)(=O)N(C)C)ccc21	-8%	-22%	-4%	3%	-2%	u	0.1%	-16%
Cc1ccc(C)c(NC(=S)N(C)C)c1	1%[15.4 µM]	-12%	4%	-1%	-15%	-9%	-0.1%	-16%
CN(C)S(=O)(=O)N(CC(=O)Nc1ccc2ccccc2c1)c1ccccc1	-6%	u	-2%	-18%	-6%	-2%	0.0%	-23%[46.1 µM]
CCOC(=O)CN1C(=O)C(CC)Oc2ccc(Cl)cc21 (configuration not stated)	-14%	-11%	-8%	1%	-11%	0%	0.0%	-2%[46.1 µM]
CC(C)C[C@H](NC(=O)NCCC1=CCCCC1)C(=O)O	x	-5%	4%	-1%	-10%	x	0.1%	13%
CCN(CC)CCCN1C(=O)C(=O)/C(=C(/O)c2ccc3c(c2)OCCO3)C1c1ccco1 (configuration not stated)	-3%	-5%	-1%	-11%	-2%	-5%	-1.9%	-9%[46.1 µM]
CCCCOc1ccc(C(=O)Nc2cc(C)c(OCC(=O)N3CCOCC3)c(C)c2)cc1	-14%	-9%	3%	5%	-6%	u	-1.2%	-2%[46.1 µM]
COc1ccc(CCNC(=O)CSc2nc(O)cc(=O)[nH]2)cc1OC	x	-7%	3%	-2%	0%	x	-1.8%	7%
Cc1nc2cc(NCc3ccccc3O)ccc2n1Cc1ccccc1	-9%	u	-11%	u	-12%	u	-1.4%	26%
CCCCC(=O)Nc1cccc(-c2nn3c(C)nnc3s2)c1	-8%	2%	8%	11%	0%	2%	-2.1%	-4%[46.1 µM]
O=C(O)Cc1sc(N/N=C\c2ccncc2)nc1-c1ccccc1	x	-27%	3%	u	-1%	x	2.1%	-21%

Continued; it opens with the 3 that closed the last part.
SMILES	GAA inhib	Tau fluor counter	GLA spleen mod	GAA glycogen	GAA spleen mod	ALDH1A1 inh	Epigenetic reg	NPSR antag
Cc1nc2cc(NCc3ccccc3O)ccc2n1Cc1ccccc1	-9%	u	-11%	u	-12%	u	-1.4%	26%
CCCCC(=O)Nc1cccc(-c2nn3c(C)nnc3s2)c1	-8%	2%	8%	11%	0%	2%	-2.1%	-4%[46.1 µM]
O=C(O)Cc1sc(N/N=C\c2ccncc2)nc1-c1ccccc1	x	-27%	3%	u	-1%	x	2.1%	-21%
COc1ccc(/C=C/C(=O)O)cc1S(=O)(=O)Nc1ccc2c(c1)OCO2	x	7%	-7%	-4%	-1%	x	0.0%	6%
CCOc1ccccc1NC(=O)CSc1nnnn1-c1ccccc1	-2%	-20%	-10%	-12%	-8%	16µM*	3.2%	-9%[46.1 µM]
Nc1cc(C(=O)c2cccs2)ccc1Cl	-8%[15.4 µM]	-22%	1%	-11%	0%	10%	0.0%	8%[46.1 µM]
Cn1c(N/N=C/c2cc3ccccc3nc2Cl)nc2ccccc21	-13%	-24%	0%	u	3%	3%	u	-1%
O=C(Cn1c(-c2ccccc2)c[n+]2ccsc12)c1ccc([N+](=O)[O-])cc1	0%	-2%	5%	u	-3%	1%	0.0%	9%
COc1ccc(C(=O)n2nc(C)c(Br)c2C)cc1	5%	-5%	-8%	6%	-5%	10µM*	0.9%	-27%[46.1 µM]
O=C(COc1cccc2c1CCN(Cc1ccc(Cl)cc1)C2=O)N1CCOCC1	-2%	1%	3%	-1%	x	7%	-1.0%	3%
COc1cccc(/C=C/C(=O)OCC(=O)Nc2ccc(Cl)cn2)c1	1%	-4%	-2%	1%	-1%	4%	1.0%	7%
COc1ccc(-c2coc3c(CN4CCCCC4)c(O)c(CN4CCCCC4)c(O)c3c2=O)cc1	-2%	-10%	10%	-5%	-4%	21%	-0.2%	-1%[46.1 µM]
